NOD1 NF-kB reporter – NOD1 signaling inhibitors, primary screen, cell-based, luminescence, uHTS (AID 1578) | NOD1-driven NF-kB luciferase reporter cells, luminescence; higher % means a stronger effect | one-dose inhibition, % at 4 µM; EC50 in µM for titrated hits | 290,000 tested, 1% active; in the data active = inhibition mostly above about 36%, no sharp cut-off; inactive = mostly below about 34%;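 note: HEK-293T reporter cells stimulated with the NOD1 agonist gamma-tri-DAP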
KOR beta-arrestin-1 – kappa opioid receptor blockers – cell-based, luminescence, uHTS (AID 1778); KOR beta-arrestin recruitment, luminescence, antagonist mode; higher % means a stronger effect; inhibition, % at 10 µM; hits with a dose series show IC50 in µM; 290,000 tested, 0.091% active; note: strong numbers were not always called active
Salmonella PhoP GFP – PhoP-dependent GFP reporter repression – Salmonella Typhimurium, primary screen (AID 1863); S. Typhimurium PhoP-regulated promoter GFP reporter, 4 h; higher % means a stronger effect; inhibition, % at 50 µM, or IC50 in µM where a hit was titrated; 300,000 tested, 0.16% active;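 active = inhibition over 29.93%, a cutoff 3 SD above the screen mean, later confirmed by dose response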;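 note: 0% = low Mg2+ inducing control and 100% = high Mg2+ repressing control; strong numbers were not always called active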
LYP phosphatase – PTPN22 lymphoid phosphatase activity blockers – biochemical, fluorescence intensity, uHTS (AID 1779); recombinant LYP phosphatase, fluorescence intensity; higher % means a stronger effect; inhibition, % at 11.5 µM; hits with a dose series show IC50 in µM; 290,000 tested, 0.054% active;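 note: plate controls were vehicle with enzyme for no effect and no enzyme for full effect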
KOR beta-arrestin-2 – kappa opioid receptor activators – cell-based, luminescence, uHTS, primary screen (AID 1777) | KOR beta-arrestin recruitment, luminescence; higher % means a stronger effect | 280,000 tested, 0.02% active | one-dose activation, % at 10 µM; EC50 in µM for titrated hits; in the data active = activation above about 50%, passing the limit was not always enough; note: a part of the inactive calls stands beside numbers as strong as those of hits
HIV peptide binding – inhibitors of HIV fusion peptide binding, primary screen, biochemical, uHTS, fluorescence dequenching (AID 1986). cell-free peptide binding, fluorescence dequenching, 30 min; higher % means a stronger effect. inhibition, % at 20 µM, or IC50 in µM where a hit was titrated. 290,000 tested, 0.3% active; in the data active = inhibition mostly above about 52%, no sharp cut-off; inactive = mostly below about 76%; note: some results filed as inactive read as strong as hits
HEK293 NOD2/NF-kB – NOD2 signaling inhibitors, cell-based, luminescence, uHTS, HEK293 (AID 1566); HEK293 NOD2/NF-kB luciferase reporter, luminescence; higher % means a stronger effect; inhibition, % at 4 µM, or EC50 in µM where a hit was titrated; 290,000 tested, 0.63% active; note: many of its hits are not listed in these tables
Myeloid diff MLP – promotes myeloid progenitor differentiation | 360,000 tested, 1% active | calls only at 10 µM | ER-HoxA9 myeloid progenitors, lysozyme-GFP differentiation, flow cytometry;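 active = normalized GFP-positive differentiation at or above the plate's own cutoff, the solvent-only control mean plus 3 SD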;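 note: cells exposed to compound for four days before flow analysis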
SIAH1 antagonists – Siah-1 peptide-binding antagonists, primary screen, biochemical, fluorescence polarization, rhodamine-plectin, uHTS (AID 1817); Siah-1 / rhodamine-plectin peptide fluorescence polarization; higher % means a stronger effect; displacement, % at 20 µM, or IC50 in µM where a hit was titrated; 290,000 tested, 0.02% active;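 active = displacement of at least 50% at 20 µM, with a fluorescence ratio check between 0.3 and a set limit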;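 note: plate controls were Siah plus tracer with DMSO for no effect and tracer alone without Siah for full effect; strong numbers were not always called active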
Myeloid diff MLP GFP+ MAC1+ % – also measured in Myeloid diff MLP; calls as there; GFP+ MAC1+ double positive, %; measured here: differentiation confirmed by MAC1 staining
Starred values were filed as active, the others as inactive; i = inactive; / = not tested or not shown. Cut-off read from the data, not from the text of the source, unless noted: active = inhibition above about 50%; inactive = the rest. Only part of the results is shown, so the mix of outcomes need not match the whole.

SMILES	NOD1 NF-kB reporter	KOR beta-arrestin-1	Salmonella PhoP GFP	LYP phosphatase	KOR beta-arrestin-2	HIV peptide binding	HEK293 NOD2/NF-kB	Myeloid diff MLP	Myeloid diff MLP GFP+ MAC1+ %	SIAH1 antagonists
CCCc1nc2ccccc2c(=O)n1CC(=O)c1ccccc1	-26.7%	1.4%	-8.7%	-3.7%	2.8%	0.3%	-0.9%	i	0.5	4.8%
O=C(Nc1ccccc1C(=O)O)c1ccc(Cl)c(S(=O)(=O)N2CCOCC2)c1	45.1%	-34.8%	10.9%	2.1%	7.2%	9.4%	25.9%	i	1.3	4.1%
Cc1cc(C)c[n+](-c2nc3ccccc3nc2[N-]S(=O)(=O)c2ccc(Br)s2)c1	5.4%	-17.3%	3.9%	-0.7%	-1.9%	26.7%	-3.4%	i	0.6	5.9%
Cc1ncoc1C(=O)N1CCCC(C(=O)Nc2cccc(-c3ccc(F)cc3)c2)C1 (stereo not given)	-19.8%	-6.5%	1.0%	-6.6%	1.0%	2.2%	-10.8%	i	1.8	-7.3%
COc1cc(C(F)(F)F)nc2ccc(C#CCOC(=O)Nc3ccccc3)cc12	1.3%	2.3%	-4.8%	0.3%	6.8%	1.5%	22.1%	i	0.3	4.6%
Cc1ccc(Nc2nc(N)nc(CSc3nc4ccccc4s3)n2)cc1	12.1%	-47.8%	-0.1%	4.7%	2.4%	1.4%	-6.5%	i	5.1	0.6%
Cc1ccc(C(=O)N2CCN(c3cc(=O)[nH]nc3-c3ccccc3)CC2)cc1	9.1%	-16.3%	-0.6%	1.0%	3.6%	-1.0%	14.5%	i	0.5	23.3%
O=C(O)c1cccc(C(=O)O)n1	-12.0%	11.3%	8.2%	-4.4%	3.0%	2.0%	-5.4%	/	/	-10.7%
COc1cc(/C=N/Nc2ccccn2)cc(OC)c1O	46.4%*	-0.3%	3.4%	-5.1%	-3.2%	-0.1%	-0.1%	i	0.1	10.3%
O=C(c1ccccc1F)N1CCN(c2ccccc2F)CC1	-15.5%	-40.6%	1.9%	-6.3%	-1.8%	4.0%	-6.7%	i	0.6	-0.9%
CC(C)CCNC(=O)Cc1ccc(Nc2nc(=S)[nH]c3ccccc23)cc1	-25.7%	-4.9%	3.2%	1.6%	-2.6%	-1.1%	-2.9%	i	0.2	-1.2%
COc1ccc(C(=O)Nc2ccc(F)cc2F)cc1	-35.3%	-20.5%	-7.6%	-8.8%	-1.0%	2.8%	-55.6%	i	1.1	1.4%
CCOc1ccc(CCNC(=O)C2CCCN(S(=O)(=O)N3CC(C)CC(C)C3)C2)cc1OCC (stereo not given)	-11.2%	-2.5%	-4.5%	-4.1%	2.9%	1.1%	9.0%	i	0.0	13.2%
Cc1[nH]n(-c2ccccc2)c(=O)c1/C=N/N1C(=O)c2cccc3cccc(c23)C1=O	-49.6%	10.3µM*	-5.5%	-3.4%	-4.6%	1.5%	-97.0%	i	0.2	-4.6%
Cn1c(=O)oc2cc(S(=O)(=O)N3CCCC(C(=O)N4CCc5ccccc5C4)C3)ccc21 (stereo not given)	19.0%	-7.3%	-2.8%	-3.4%	-4.9%	2.2%	8.8%	i	3.4	1.4%
CCOc1ccccc1C(=O)Nc1c[nH]c(=O)[nH]c1=O	-38.6%	-6.4%	-5.8%	0.9%	-4.6%	0.5%	-19.4%	i	0.6	3.4%
CC(C)C(=O)Nc1ccc2c(c1)C(=O)N(CCC(=O)O)C2=O	3.7%	4.7%	-9.3%	-1.3%	-1.1%	1.6%	14.7%	i	1.1	0.8%
CCOC(=O)C1CN(S(=O)(=O)c2cccs2)c2ccc(CC(=O)OC)cc2O1 (stereo not given)	-17.3%	2.8%	-5.4%	-3.9%	3.8%	2.1%	5.2%	i	0.0	0.8%
Cc1ccc(C(=O)Nc2cc(=O)n(C)c(=O)n2C)cc1C	-2.9%	1.4%	9.3%	-2.2%	-0.1%	-0.7%	-1.5%	i	0.9	-2.5%
Cc1nn(-c2ccc(Cl)cc2)c2sc(C(=O)N3CCN(c4ccccn4)CC3)cc12	-44.9%	-12.7%	-3.4%	1.0%	1.2%	-1.2%	24.8%	i	0.6	-1.6%
O=C1CC(c2ccccc2Cl)CC(O)=C1C=Nc1ccccc1 (stereo not given)	-25.0%	-7.1%	-12.4%	3.6%	13.9%	3.5%	-11.6%	i	1.7	-4.8%
CC(=O)Nc1ccc(N2C(=O)CSC2c2ccc([N+](=O)[O-])cc2)cc1 (stereo not given)	-6.3%	8.8%	7.2%	-5.9%	-0.3%	1.7%	11.1%	i	1.1	1.6%
CC1CCCC(NC(=O)CSc2nnnn2C)C1C (stereo not given)	2.3%	-5.3%	3.8%	-6.1%	7.2%	-2.6%	14.5%	i	1.5	-2.5%
O=C(NCc1ccccn1)c1cc(-c2ccc(Cl)cc2)nc2ccccc12	-5.6%	11.2%	-6.9%	0.8%	3.1%	3.5%	-12.4%	i	0.2	-7.1%
Cc1ccc(-c2nc(CN(C)Cc3ccc4nccnc4c3)c(C)o2)s1	-35.0%	1.4%	-1.9%	-8.1%	-0.5%	2.0%	6.4%	i	0.5	3.3%

Part of the list above in another layout:
Molecule,NOD1 NF-kB reporter,KOR beta-arrestin-1,Salmonella PhoP GFP,LYP phosphatase,KOR beta-arrestin-2,HIV peptide binding,HEK293 NOD2/NF-kB,Myeloid diff MLP,Myeloid diff MLP GFP+ MAC1+ %,SIAH1 antagonists
Cc1nn(-c2ccc(Cl)cc2)c2sc(C(=O)N3CCN(c4ccccn4)CC3)cc12,-44.9%,-12.7%,-3.4%,1.0%,1.2%,-1.2%,24.8%,i,0.6,-1.6%
O=C1CC(c2ccccc2Cl)CC(O)=C1C=Nc1ccccc1 (stereo not given),-25.0%,-7.1%,-12.4%,3.6%,13.9%,3.5%,-11.6%,i,1.7,-4.8%
CC(=O)Nc1ccc(N2C(=O)CSC2c2ccc([N+](=O)[O-])cc2)cc1 (stereo not given),-6.3%,8.8%,7.2%,-5.9%,-0.3%,1.7%,11.1%,i,1.1,1.6%
CC1CCCC(NC(=O)CSc2nnnn2C)C1C (stereo not given),2.3%,-5.3%,3.8%,-6.1%,7.2%,-2.6%,14.5%,i,1.5,-2.5%
O=C(NCc1ccccn1)c1cc(-c2ccc(Cl)cc2)nc2ccccc12,-5.6%,11.2%,-6.9%,0.8%,3.1%,3.5%,-12.4%,i,0.2,-7.1%
Cc1ccc(-c2nc(CN(C)Cc3ccc4nccnc4c3)c(C)o2)s1,-35.0%,1.4%,-1.9%,-8.1%,-0.5%,2.0%,6.4%,i,0.5,3.3%

Going on with the list.
SMILES	NOD1 NF-kB reporter	KOR beta-arrestin-1	Salmonella PhoP GFP	LYP phosphatase	KOR beta-arrestin-2	HIV peptide binding	HEK293 NOD2/NF-kB	Myeloid diff MLP	Myeloid diff MLP GFP+ MAC1+ %	SIAH1 antagonists
O=S(=O)(c1cccs1)N1CCN(c2ccccc2)CC1	-18.7%	-0.4%	8.0%	-9.0%	-3.4%	-1.6%	-13.1%	i	0.4	9.6%
O=C1N(CN2CCN(c3cccc(Cl)c3)CC2)c2ccccc2C12OCCCO2	-16.5%	10.1%	24.0%	-0.7%	-2.8%	-0.9%	9.4%	i	0.9	3.8%
CCOC(=O)c1cn(CC)c2cc(N3CCOCC3)c(F)cc2c1=O	-28.2%	-6.4%	32.8%	-2.0%	-3.4%	1.1%	11.7%	i	1.4	14.9%
Cc1cc2nc(-c3cccc(NC(=O)c4ccc(Br)o4)c3)oc2cc1C	19.2%	-3.4%	-10.5%	-5.7%	-4.0%	-0.1%	-45.2%	i	1.0	-2.0%
CCSc1nnc(NC(=O)NC(CC)(C(F)(F)F)C(F)(F)F)s1	47.1%	1.0%	4.5%	7.1%	2.3%	3.7%	43.2%	i	0.6	0.5%
CC(=O)N1CC(c2ccccc2)C(c2ccc(Cl)cc2)=N1 (stereo not given)	-8.2%	11.6%	3.1%	-5.7%	2.3%	-2.2%	10.1%	i	0.2	4.0%
COc1ccc(C2C(C#N)=C(/N=C/N3CCOCC3)OC3=C2C(=O)CC(C)(C)C3)cc1OC (stereo not given)	-9.1%	-13.8%	1.7%	2.2%	7.1%	2.2%	7.5%	i	4.2	5.3%
CC1=C(c2ccccc2)[N+](=O)C2(CCCC2)N1[O-]	2.4%	-14.3%	8.0%	-4.4%	-1.2%	-0.3%	11.8%	i	0.5	-0.1%
CC1=C(C(=O)Nc2ccccc2)C(c2ccco2)C(C#N)=C(SCc2ccccc2)N1 (stereo not given)	5.4%	-4.4%	0.9%	8.6%	1.0%	5.0%	-10.0%	/	/	1.2%
CCOc1c(Br)cc(/C=C2\C(=O)N(CCC#N)N=C2C)cc1OC	-30.7%	-19.1%	-3.5%	-5.0%	2.0%	-0.6%	14.1%	i	0.9	-7.0%
Cc1sc2ncn(CC(=O)NCc3ccco3)c(=O)c2c1-c1ccccc1	-42.0%	-6.0%	-7.3%	5.1%	4.4%	2.0%	-3.3%	i	0.6	11.3%
Cc1cc(C(=O)OCC(=O)NC(C)C)c(C)o1	-4.0%	-4.4%	-1.4%	-7.3%	-9.4%	0.6%	-1.9%	i	1.3	-3.6%
Cc1ccccc1NC(=O)C(=O)c1cn(C)c2ccccc12	-52.4%	-0.2%	-4.3%	-5.3%	-0.7%	0.2%	-6.6%	i	0.1	5.6%
COc1ccc(N)c2c1C(=O)c1ccccc1C2=O	-34.4%	20.4%	8.5%	-2.5%	-2.4%	-5.1%	-34.5%	i	1.5	46.9%
CCOC(=O)c1cc(NC(=O)c2ccc(Cl)cc2)c(=O)oc1-c1ccccc1	-11.1%	2.6%	-1.7%	-5.6%	-0.4%	-1.8%	36.7%	i	0.5	-2.4%
O=[N+]([O-])c1cc(-c2nnc(C34CC5CC(CC(C5)C3)C4)o2)cc([N+](=O)[O-])c1	-6.8%	12.2%	-2.7%	8.5%	-0.9%	-2.6%	9.1%	i	3.3	2.6%

Part of the list above, reformatted:
SMILES | NOD1 NF-kB reporter | KOR beta-arrestin-1 | Salmonella PhoP GFP | LYP phosphatase | KOR beta-arrestin-2 | HIV peptide binding | HEK293 NOD2/NF-kB | Myeloid diff MLP | Myeloid diff MLP GFP+ MAC1+ % | SIAH1 antagonists
Cc1sc2ncn(CC(=O)NCc3ccco3)c(=O)c2c1-c1ccccc1 | -42.0% | -6.0% | -7.3% | 5.1% | 4.4% | 2.0% | -3.3% | i | 0.6 | 11.3%
Cc1cc(C(=O)OCC(=O)NC(C)C)c(C)o1 | -4.0% | -4.4% | -1.4% | -7.3% | -9.4% | 0.6% | -1.9% | i | 1.3 | -3.6%
